Screening data: PubChem BioAssay, National Center for Advancing Translational Sciences (NCATS)
GPT2 inh: inhibitors of human GPT2 alanine aminotransferase; Potency, µM (titrated, usually from 57.7 µM), for inactives: at the highest dose activity change, negative = inhibition, usual class: inhibitors; Recombinant GPT2, coupled pyruvate oxidase/HRP Amplex Red fluorescence; hit rate 0.25% among 100,000; Q8TD30; also: potency is read from the fitted curve at half-maximal effect; nearly all actives have a fitted effect of over 60% in size; many of its hits are not listed in these tables
Target sequence (Q8TD30 whole entry, looked up): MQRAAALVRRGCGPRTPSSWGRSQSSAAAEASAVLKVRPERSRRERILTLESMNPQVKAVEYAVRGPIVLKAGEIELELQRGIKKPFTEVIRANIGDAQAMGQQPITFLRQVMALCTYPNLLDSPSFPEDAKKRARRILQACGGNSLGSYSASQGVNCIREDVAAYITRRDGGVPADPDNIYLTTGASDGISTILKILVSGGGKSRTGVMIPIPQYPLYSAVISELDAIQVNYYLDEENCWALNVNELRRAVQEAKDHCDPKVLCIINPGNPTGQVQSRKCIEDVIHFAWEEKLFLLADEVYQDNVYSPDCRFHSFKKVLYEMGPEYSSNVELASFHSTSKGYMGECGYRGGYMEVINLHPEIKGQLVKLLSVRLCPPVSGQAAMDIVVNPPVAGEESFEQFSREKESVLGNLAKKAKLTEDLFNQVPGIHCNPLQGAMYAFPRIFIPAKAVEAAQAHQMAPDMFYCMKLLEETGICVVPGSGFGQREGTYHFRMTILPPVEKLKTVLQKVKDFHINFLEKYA
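Fluorescence read-out: pyruvate from GPT2 turnover coupled to pyruvate oxidase, HRP and Amplex Red (0.2mM ThPP, 0.2U/mL PO and HRP, 50uM Amplex final). Substrates 250uM a-KG, 2mM L-alanine; enzyme 10ng/uL; 30 min RT.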
3T3 cytotox: NIH 3T3 cell cytotoxicity. hit rate 4.3% among 94,000. AID 1345082. NIH 3T3 viability, CellTiter-Glo ATP luminescence, 48-72 h. Potency, µM (series often up to 96.7 µM), for inactives: at the top dose activity change, negative = cytotoxicity, most hits filed as inhibitors; also: potency is read from the fitted curve at half-maximal effect; nearly all actives have a fitted effect of over 55% in size
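Cytotoxicity was measured by CellTiter-Glo ATP luminescence after 48 or 72 h compound exposure at 37 °C. Mouse NIH 3T3 fibroblasts were seeded at 400 cells/well and dosed by 23 nL pin transfer.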
SNCA expr inh: SNCA gene expression inhibition; HEK-293 SNCA-luciferase knock-in, luminescence, 24 h; Potency, µM (top dose mostly 57.2 µM), for the others: top-dose activity change, negative = inhibition, actives largely listed as inhibitors; hit rate 0.17% among 140,000; AID 1671194;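 also: potency is read from the fitted curve at half-maximal effect; plate controls were DMSO cells for no effect and cell-free wells for full effect; nearly all actives have a fitted effect of over 45% in size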
FLuc inh: blocks purified firefly luciferase enzyme activity; Potency, µM (series often up to 115 µM), for the others: at the top dose activity change, negative = inhibition, hits mostly inhibitors; hit rate 2.5% among 76,000; P08659; purified P. pyralis luciferase, luminescence, biochemical; also: potency is read from the fitted curve at half-maximal effect; nearly all actives have a fitted effect of over 65% in size
Target sequence (P08659 whole entry, looked up): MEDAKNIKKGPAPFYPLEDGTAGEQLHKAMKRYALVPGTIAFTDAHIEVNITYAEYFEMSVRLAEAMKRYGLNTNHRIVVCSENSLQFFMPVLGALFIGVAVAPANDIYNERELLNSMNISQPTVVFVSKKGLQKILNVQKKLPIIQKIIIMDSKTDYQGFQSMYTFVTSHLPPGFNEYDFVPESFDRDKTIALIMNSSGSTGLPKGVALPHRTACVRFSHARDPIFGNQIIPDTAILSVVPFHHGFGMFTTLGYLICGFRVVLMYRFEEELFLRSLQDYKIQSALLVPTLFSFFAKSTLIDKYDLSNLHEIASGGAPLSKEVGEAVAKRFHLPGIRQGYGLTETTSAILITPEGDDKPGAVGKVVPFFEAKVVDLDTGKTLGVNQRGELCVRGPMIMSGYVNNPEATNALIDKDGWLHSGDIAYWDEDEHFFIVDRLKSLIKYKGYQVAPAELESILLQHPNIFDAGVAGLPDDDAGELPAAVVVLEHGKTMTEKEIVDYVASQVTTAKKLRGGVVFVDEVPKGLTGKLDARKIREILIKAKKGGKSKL
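Biochemical qHTS: compound (6-point titration) added to 10uM D-luciferin plus 10uM ATP in Tris acetate pH 7.5 buffer with Mg, Tween-20 and BSA, then purified enzyme at 10nM; light output imaged.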
IP6K1 inh: blocks human inositol hexakisphosphate kinase 1 | Q92551 | IP6K1 kinase, ADP-Glo luminescence, 2 h; hits give low values | activity change, % (series mostly up to about 58 µM) | hit rate 0.81% among 140,000 | AID 1645851; in the data active = activity change below about -25%
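ADP-Glo luminescence measures ADP made by human IP6K1 during a 2 h RT reaction with ATP/IP6 (mix at 1.3 mM/130 uM); top library doses 57.5 and 19.1 uM final.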
HEK cytotox: cytotoxic compounds in HEK 293 cells. AID 1345083. hit rate 6.6% among 94,000. Potency, µM (titrated, usually from 115 µM), inactives show at the top dose activity change, negative = cytotoxicity, actives largely listed as inhibitors. HEK 293 viability, ATP luminescence (CellTiter-Glo), 48-72 h; also: potency is read from the fitted curve at half-maximal effect; nearly all actives have a fitted effect of over 60% in size
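Pintool-delivered compounds were incubated with HEK 293 cells (250 cells/well) at 37 degree Celsius for 48 or 72 hr. ATP-dependent luminescence (CellTiter-Glo) then reported remaining viable cells.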
SNCA viab count: reduces viability of HEK-293 SNCA reporter cells | hit rate 0.12% among 150,000 | HEK-293-SNCA-luc viability, GF-AFC fluorescence, 24 h | Potency, µM (highest dose often 57.1 µM), without a hit: top-dose activity change, negative = cytotoxicity, most hits filed as cytotoxic | AID 1671193;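 also: potency is read from the fitted curve at half-maximal effect; 0% = DMSO-treated cells and -100% = medium-only wells without cells; nearly all actives have a fitted effect of over 30% in size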
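Cytotoxicity counterscreen: after 24 h compound treatment of genome-edited SNCA-luciferase HEK-293 cells, live-cell protease substrate GF-AFC read by fluorescence after 30 min; activity scaled between DMSO (0%) and medium-only (-100%), curves Hill-fitted.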
Numbers without * were called inactive; i = inactive; ? = inconclusive; / = no result given; [ ] = remark or other dose. Unless noted, calls follow the shape of the dose curve; as a rule, active = well fitted curve in the direction sought with a large enough effect; inconclusive = small, poorly fitted or top-dose-only effect, or another doubt; inactive = no such curve, though single readings can be large; an effect the other way counts as inactive or inconclusive. Unless noted, % is scaled to controls: 0 for no effect and ±100 for the full control effect.

SMILES	GPT2 inh	3T3 cytotox	SNCA expr inh	FLuc inh	IP6K1 inh	HEK cytotox	SNCA viab count
Cc1ccc2c(C(=O)NCc3cccc(Cl)c3)cc(NC(=O)C(C)C)cc2n1	-28%	-21%	-3%	-15%	28	?	7%
CCNC(=O)N1CC(C(=O)NCc2ccccc2)CC(c2ccc(F)c(C)c2)C1 (stereo unspecified)	2%	?	0%	-10%	4	?	-10%
O=C(O)Cc1cccn1-c1ccc(Cl)cc1	-3%	i	7%	2%	2	-4%	9%
COC1CCCOC12CCN(C(=O)CCCn1cncn1)CC2 (stereo unspecified)	-6%	i	-6%	13%	-1	2%	-4%
C[C@@H]1CC[C@]2(C)C3(C)CC[C@@]2(OC3=O)[C@@]12C[C@H](c1ccoc1)OC2=O	i	/	/	/	23	/	2%
CC1OC2O[C@H]3[C@@H](OCC(O)[C@H]3O)OC(=O)C34CCC(C)(C)CC3C3=CCC5C6(C)CC(O)C(OC7OC(CO)C(O)C(O)C7O[C@@H]7OC[C@H](OC(=O)CC(C)(O)CC(=O)OC1C(OC1OCC(O)C(O)C1O)C2O)[C@@H](O)[C@H]7O)C(C)(CO)C6CCC5(C)C3(C)CC4 (stereo partly specified)	5%[27.3 µM]	/	/	/	19	/	?
COc1ccc(-c2nc(C3CC(=O)N(c4ccc(OC)c(OC)c4)C3)no2)c(OC)c1 (stereo unspecified)	3%	?	30%	-5%	0	?	8%
CN1CCCC2(C1)CN(C)c1ccc(C(=O)NCC3CCCCC3)cc12 (stereo unspecified)	i	89µM*	-7%[87.6 µM]	-4%[172 µM]	-12	112µM*	-2%[87.6 µM]
CC(C)OCCCNC(=O)c1ccc(Cn2ccn3nc4c(c3c2=O)CCCC4)cc1	1%	?	-29%	-9%	4	?	-12%
Cc1noc(C)c1C(=O)N1CCCC(N2C(=O)c3c(c(C)nn3-c3ccccc3)C2C)C1 (stereo unspecified)	/	?	/	/	21	?	/
Cc1ccc(N(CC(C)C)S(=O)(=O)c2nnc(NC(=O)c3ccco3)s2)cc1	/	/	1%	/	-10	/	-11%
C/C=C/C=C/C(O)=C1/C(=O)[C@]2(C)C3/C(=C(O)/C=C/C=C/C)C(=O)C4(C)C1[C@]1(C)O[C@@]4(O)[C@@]3(C)O[C@@]12O	i	/	/	/	-8	/	5%[23.9 µM]
Cn1cc(S(=O)(=O)N2CCCC2)cc1C(=O)Nc1ccc(F)cc1F	/	/	30%[activator]	/	12	/	-1%
CN(C)CCNC(=O)C[C@@H]1O[C@H](CNC(=O)c2ccco2)[C@@H](O)[C@H]1O	2%[88.5 µM]	-3%[174 µM]	-11%[87.6 µM]	-2%[172 µM]	12	-3%[172 µM]	7%[87.6 µM]
CCCc1nc(-c2nc(C3CCOC3)no2)cs1 (stereo unspecified)	i	1%	74%[activator]	28µM*	-10	0%	2%
Cc1ccc(NC(=O)CCc2nc3cccnc3n2-c2ccccc2)cc1	/	/	1%	/	16	/	-13%
O=C(NCCCc1ccccc1)c1n[nH]c2c1CN(C(=O)C1CC1)CC2	4%	?	-15%	-20%	5	11µM*	-6%
COC[C@@H]1CN(C(=O)c2cccc3[nH]ccc23)C[C@H]1c1nc(C)no1	i	i	5%	-6%	-6	i	0%
O=C(NC1CCCCC1)[C@@H]1C[C@@H](O)CN1C1CCN(C(=O)CN2CCCC2=O)CC1	i	i	2%	-1%	8	i	-14%
CC1CCN(C(=O)c2cc(-c3ccc(Br)cc3)on2)CC1	/	/	82%[activator]	/	9	/	14%
CC(=O)N1CCC(C2CCN(S(=O)(=O)c3cccc(Cl)c3)C2)CC1 (stereo unspecified)	5%	?	-11%	2%	-7	?	-4%[12.5 µM]
CCN(C1CCOCC1)C1CN(C(=O)C2CCOC2)C1 (stereo unspecified)	i	i	?	0%	3	1%	6%
COc1ccc(NC(=O)c2ccc3oc(-c4cccnc4OC)nc3c2)cc1	i	-22%[138 µM]	69%[activator][87.6 µM]	/	7	?	-5%[12.5 µM]
COc1cc(OC)cc(-c2nc3nc(C)c(CCC(=O)NCCC(C)C)c(C)n3n2)c1	/	/	?	/	17	/	-1%
CC(C(C)N1CC(=O)NC(=O)C1)N1CC(=O)NC(=O)C1 (stereo unspecified)	-2%	/	-17%	/	/	/	7%
CCC1CCc2nc3sc(C(=O)Nc4ccc(F)cc4F)c(N)c3cc2C1 (stereo unspecified)	/	/	38%[activator]	/	4	/	13%
O=C(NC1CCN(C(=O)N2CC3CC(C2)[C@H]2CCCC(=O)N2C3)CC1)c1n[nH]c2ccccc12 (stereo partly specified)	i	i	5%	-6%	-1	3%	4%
O[C@]12CCNC[C@H]1CN(Cc1cccc(-c3ccccc3)c1)CC2	?	?	?	3%	41	?	5%
COc1ccc2nc3n(c2c1)[C@@H](CNC(C)C)COC3	2%[88.5 µM]	100µM*	3%[87.6 µM]	0%[230 µM]	12	-14%[230 µM]	-9%[87.6 µM]
Cc1cc(=O)c2cc(C(=O)Nc3cccc(C)c3C)ccc2[nH]1	/	/	18%	/	19	/	-2%
COC(=O)c1ccc(COC[C@@H]2CN(C(C)C)S(=O)(=O)[C@H]2c2ccccc2)cc1	/	?	/	/	15	40µM*	/
Cc1nc(-c2cccc(Cl)c2)n(CC(=O)Nc2ccc(C(F)(F)F)cc2)c(=O)c1CCO	?	16µM*	?	-3%	2	32µM*	?
Cc1ccc(-c2ccc3nnc(CNC(=O)c4cccn4C)n3n2)cc1C	?	-20%	?	-5%	4	?	-8%
CN(C)Cc1nnc(C2CC(NC(=O)c3cn4cccnc4n3)C2)n1C (stereo unspecified)	3%	-6%	11%	3%	1	?	1%
COc1ccc(NC(=O)CCSc2nc(-c3ccco3)cc(C(F)(F)F)n2)cc1OC	/	/	-14%	/	-3	/	1%
COc1ccc(C(=O)N2CCn3c(nnc3-c3ccccc3)C2)cc1	?	-3%	-15%	-9%	2	-3%	5%
O=C(c1ccc(Cl)cc1)N1CC2(CCCN2C2COC2)Cc2ccccc21 (stereo unspecified)	4%	-24%	-8%	/	0	?	-12%
CC(C)c1cc(C(=O)N2CCN(C)[C@@H]3CS(=O)(=O)C[C@@H]32)nc2ncnn12	-2%	-1%	6%	7%	0	i	10%
OC1CC(c2cc(N3CCC(CCn4cccn4)CC3)ncn2)C1 (stereo unspecified)	i	?	-22%	-8%	-1	?	-4%
CC(=O)N1CCC(c2nnc3n2C(C(=O)NCc2ccc(F)cc2)CC3)CC1 (stereo unspecified)	?	-23%	7%	/	-5	-16%	11%
CN(Cc1ccccc1)Cc1cc(C[C@@H]2CC[C@H](O)[C@@H](CNC(=O)c3cccc(F)c3)O2)no1	-3%	-21%	0%	-3%	-8	?	-5%
COc1ccccc1C(=O)N1CCC2(C1)C(=NC1CCCC1)NC(=O)N2c1cccnc1 (stereo unspecified)	i	i	?	/	1	i	9%
Cc1nc2ccccc2n1CCc1nc2c3ccccc3nc(SCc3cccc(F)c3)n2n1	/	/	17%	/	7	/	-13%
COc1ccc(Cl)cc1NC(=O)Cn1cnc2sc(C)c(S(=O)(=O)N3CCN(c4ccccc4OC)CC3)c2c1=O	/	/	23%	/	15	/	3%
CCOc1ccc2c(n1)CCN(C(=O)C1CCC1)C2	i	-16%	?	-1%	-11	-4%	0%[12.5 µM]
CN(C)c1ccc(C2CC(c3c(O)n(C4CCCCC4)c(=O)[nH]c3=O)=Nc3ccccc3S2)cc1 (stereo unspecified)	/	/	-14%	/	-32*	/	4%
CCOc1ccc(C(=O)N2CCN(c3cc(-c4ccccc4)[nH]n3)CC2)cc1OCC	-6%	?	-25%	0%	8	?	-7%
Cc1cccc(OCCc2noc(C3CCCCN3S(C)(=O)=O)n2)c1 (stereo unspecified)	-25%	-18%	-5%	-14%	12	?	8%
O=C(Nc1cc(-c2ccccn2)nn1-c1ccccc1)c1cccc(Br)c1	-9%	?	-16%	/	-7	?	-21%
COc1ccc(Cc2nc3nccc(-c4cc5ccccc5o4)n3n2)cc1	-11%	i	-6%	-2%	1	0%	0%
O=C1C(N2CCN(S(=O)(=O)Cc3ccccc3F)CC2)CCN1Cc1ccccn1 (stereo unspecified)	i	-16%	-4%	-6%	10	-12%	-3%
CN(C)c1ncc2c(n1)CCCC2NC(=O)CN1C(=O)NC(C)(C)C1=O (stereo unspecified)	i	i	18%	8%	-7	i	-2%
CC1(C(=O)Nc2ccc(F)c(F)c2)CCCCC(=O)N1 (stereo unspecified)	4%	-3%	4%	3%	2	0%	8%
CCc1nc(Oc2cccc(F)c2)c2oc3ccccc3c2n1	/	/	32%[activator]	/	-10	/	-10%
O=C(NCc1cc(F)cc(F)c1)[C@H]1CN(Cc2ccccc2)C[C@H]1C(=O)O	-14%	?	-8%	2%	29	?	0%
CNC(=O)c1cc2cc(-c3c(C)noc3C)nc(-c3cccc(OC)c3OC)c2o1	5%[88.5 µM]	?	95%[activator][87.6 µM]	-4%[172 µM]	13	?	-12%[87.6 µM]
O=C1Nc2ccc(-c3ccccc3F)cc2C(=O)N2CCN(C(=O)C3CCCCC3)C[C@H]12	i	?	-22%	0%	-3	?	2%
CC(CCc1ccccc1)NC(=O)Cn1ncc2c3ccccc3n(Cc3ccccc3)c2c1=O (stereo unspecified)	/	/	15%	/	-12	/	-6%
CC(C(=O)NC1CC1)[C@@H]1CC[C@@]2(C)CC[C@H](NC(=O)Nc3cccc(F)c3)[C@@H](C)[C@@H]2[C@H]1O (stereo partly specified)	-5%	-5%	-3%	0%	-11	1%	3%
O=S(=O)(c1ccccc1C(F)(F)F)N1CCCC1c1nncn1Cc1ccncc1 (stereo unspecified)	-2%	4%	-11%	14%	-7	i	-4%

Full records as entered above. Order of values: GPT2 inh | 3T3 cytotox | SNCA expr inh | FLuc inh | IP6K1 inh | HEK cytotox | SNCA viab count
Listed for CCOc1ccc(C(=O)N2CCN(c3cc(-c4ccccc4)[nH]n3)CC2)cc1OCC = -6% | ? | -25% | 0% | 8 | ? | -7%
Listed for Cc1nc2ccccc2n1CCc1nc2c3ccccc3nc(SCc3cccc(F)c3)n2n1 = / | / | 17% | / | 7 | / | -13%

Compounds from the list above that have a CF3 group:
SMILES	GPT2 inh	3T3 cytotox	SNCA expr inh	FLuc inh	IP6K1 inh	HEK cytotox	SNCA viab count
Cc1nc(-c2cccc(Cl)c2)n(CC(=O)Nc2ccc(C(F)(F)F)cc2)c(=O)c1CCO	?	16µM*	?	-3%	2	32µM*	?
COc1ccc(NC(=O)CCSc2nc(-c3ccco3)cc(C(F)(F)F)n2)cc1OC	/	/	-14%	/	-3	/	1%
O=S(=O)(c1ccccc1C(F)(F)F)N1CCCC1c1nncn1Cc1ccncc1 (stereo unspecified)	-2%	4%	-11%	14%	-7	i	-4%

A portion of the library (hit frequency here may not be typical).
